Compound activity: PubChem BioAssay, several laboratories
dFosB activator = activators of delta FosB homodimer, primary screen, biochemical, fluorescence polarization, TAMRA-CDK5 oligo, single point; activation, % at 25 µM; Protein FosB (Mus musculus), P13346; purified delta FosB; percent of positive-control signal above neutral wells; AID 493131, 2011; actives 0.99% (n = 340,000);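 active = mean activation above about 17%, with every replicate also reaching it, limit read from the data, passing the limit was not always enough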;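 note: fluorescence polarization rise as delta FosB binds a TAMRA Cdk5 AP-1 oligo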
Wnt act = Wnt/beta-catenin pathway activators, primary screen, cell-based, plate reader, single point; Wnt/beta-catenin reporter cell assay, activator; activation, % at 9.35 µM; actives 1.2% (n = 300,000); in the data active = activation above about 30%, passing the limit was not always enough;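 note: 0% = neutral control wells and 100% = positive control wells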
V-ATPase pHluor = regulators of yeast V-ATPase proton pumping, primary screen, pHLuorin cytosolic pH fluorescence; S. cerevisiae; response, % at 10 µM; AID 504577, 2011; actives 0.37% (n = 350,000); in the data active = response mostly above about 7.3%, no sharp cut-off; inactive = mostly below about 5.4%; note: actives read high; inactives centre near 0; some compounds called inactive have numbers as strong as hits; reference of the scale not given here
CDK5 p35 inh = inhibitors of human CDK5/p35 kinase, primary screen, biochemical, single concentration | Cyclin-dependent kinase 5 (Homo sapiens) + Cyclin-dependent kinase 5 activator 1 (Homo … | Recombinant CDK5/p35, ADP-Glo luminescence, 60 min | inhibition, % at 10 µM | actives 0.01% (n = 330,000) | AID 488839, 2010;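 active = highest replicate inhibition of at least 50% and at least 75% of replicates reaching 50%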;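 note: plate controls were DMSO neutral control for no effect and GW8510 at 10 µM for full effect; many of its hits are not listed in these tables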
Target sequence (Q00535 whole entry, looked up): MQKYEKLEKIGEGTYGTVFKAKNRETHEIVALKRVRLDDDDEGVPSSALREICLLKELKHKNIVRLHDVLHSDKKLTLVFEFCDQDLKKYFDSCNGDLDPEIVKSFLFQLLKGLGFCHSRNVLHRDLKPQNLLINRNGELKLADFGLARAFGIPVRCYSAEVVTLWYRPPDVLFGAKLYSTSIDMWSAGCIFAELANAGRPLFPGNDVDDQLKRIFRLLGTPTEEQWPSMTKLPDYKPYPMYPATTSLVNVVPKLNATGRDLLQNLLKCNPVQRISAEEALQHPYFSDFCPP
Target sequence (Q15078 whole entry, looked up): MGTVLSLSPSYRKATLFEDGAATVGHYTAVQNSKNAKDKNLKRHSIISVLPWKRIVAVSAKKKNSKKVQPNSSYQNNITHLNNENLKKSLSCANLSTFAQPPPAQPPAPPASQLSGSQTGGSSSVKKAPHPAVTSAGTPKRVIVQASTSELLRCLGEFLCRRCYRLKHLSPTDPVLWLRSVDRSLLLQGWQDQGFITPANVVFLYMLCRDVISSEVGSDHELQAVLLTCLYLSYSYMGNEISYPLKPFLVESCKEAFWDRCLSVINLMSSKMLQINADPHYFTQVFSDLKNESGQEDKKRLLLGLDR
PvdQ acylase = P. aeruginosa PvdQ acylase inhibitors, primary screen, biochemical, fluorescence, plate reader and imaging, single point; purified PvdQ acylase; AID 488965, 2010; actives 0.063% (n = 340,000); inhibition, % at 10 µM; PvdQ acylase [Pseudomonas aeruginosa LESB58]; in the data active = inhibition above about 30%, passing the limit was not always enough;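 note: 0% = vehicle neutral wells and 100% = reference inhibitor wells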
HTR5A ag = HTR5A agonists in luminescence cell assay, primary screen, counter-screen for OPRM1-OPRD1 heterodimer agonist project, full-deck HTS | AID 504692, 2011 | actives 0.61% (n = 340,000) | 5-hydroxytryptamine receptor 5A (Homo sapiens), P47898 | activation, % at 9.3 µM | cell-based; in the data active = activation mostly above about 9.5%, no sharp cut-off; inactive = mostly below about 7.6%;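 note: 0% = cells with vehicle only and 100% = reference agonist; strong numbers were not always called active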
Target sequence (P47898 whole entry, looked up): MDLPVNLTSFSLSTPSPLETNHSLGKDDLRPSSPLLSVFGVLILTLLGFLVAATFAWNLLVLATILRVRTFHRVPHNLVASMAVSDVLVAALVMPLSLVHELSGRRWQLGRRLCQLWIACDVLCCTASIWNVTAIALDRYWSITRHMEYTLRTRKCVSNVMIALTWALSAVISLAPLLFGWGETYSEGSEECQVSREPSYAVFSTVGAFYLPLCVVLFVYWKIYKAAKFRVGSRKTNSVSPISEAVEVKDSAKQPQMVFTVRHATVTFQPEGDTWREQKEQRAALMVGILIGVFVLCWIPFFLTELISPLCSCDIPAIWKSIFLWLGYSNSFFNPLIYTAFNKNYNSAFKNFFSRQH
MITF TRPM1 HTS = activators of MITF-driven TRPM1 promoter reporter, primary screen, cell-based, SK-MEL-5, luciferase, single point | SK-MEL-5 TRPM1-promoter luciferase, 24 h; % of positive control, neutral wells = 0 | activation, % at 12.5 µM | actives 0.75% (n = 300,000) | AID 588334, 2011;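 active = mean activation of at least 80% with every replicate also reaching 80%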;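 note: 0% = neutral control wells and 100% = parthenolide positive control wells; values of inactives mirror those of a sister screen read the other way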
HTR5A inv ag = HTR5A inverse agonists in luminescence cell assay, primary screen, counter-screen for OPRM1-OPRD1 heterodimer inverse agonist project, full-deck HTS; 5-hydroxytryptamine receptor 5A (Homo sapiens), P47898; HTR5A cell line, inverse agonism; actives 0.083% (n = 340,000); inhibition, % at 9.3 µM; AID 504634, 2011; in the data active = inhibition mostly above about 23%, no sharp cut-off; inactive = mostly below about 18%;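 note: 0% = cells with DMSO and 100% = no-cell wells with DMSO; some compounds called inactive have numbers as strong as hits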
NSD2 inh = NSD2 histone methyltransferase inhibitors, primary screen, biochemical, AlphaScreen, single concentration, set 2 | Histone-lysine N-methyltransferase NSD2 (Homo sapiens), O96028 | NSD2 peptide methylation, 120 min | inhibition, % at 12.5 µM | actives 0.54% (n = 310,000) | AID 743445, 2014; in the data active = inhibition above about 50%
SR-BI DiI inh = inhibitors of SR-BI mediated HDL lipid uptake, primary screen, ldlA[mSR-BI] cells, fluorescence, single point | inhibition, % at 12.5 µM | actives 0.96% (n = 320,000) | AID 488896, 2010 | Scavenger receptor class B member 1 (Mus musculus), Q61009 | ldlA[mSR-BI] CHO cells, DiI-HDL uptake fluorescence, 3 h;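 active = mean replicate inhibition of at least 70% and a set share of replicates each scoring 70 or more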;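 note: 0% = median of neutral control wells and 100% = median of positive control wells; values of inactives mirror those of a sister screen read the other way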
* = called active by the depositor; . = no result given.

The line under a structure holds: dFosB activator	Wnt act	V-ATPase pHluor	CDK5 p35 inh	PvdQ acylase	HTR5A ag	MITF TRPM1 HTS	HTR5A inv ag	NSD2 inh	SR-BI DiI inh
1. O=C(NNS(=O)(=O)c1ccccc1F)c1sccc1-n1cccc1
 : -4	-13	5	1.1	10	3	5	-3	1	-6
2. O=C(Nc1ccc(F)c([N+](=O)[O-])c1)C1CC(=O)N(Cc2ccccc2)C1 (stereo not given)
 : -8	-1	2	-1.2	-13	3	8	4	1	-5
3. O=C(Nc1nnc(SCC(=O)N2CCOCC2)s1)C1CC(=O)N(c2ccccc2)C1 (stereo not given)
 : -8	16	-3	0.7	0	17*	0	-5	0	-9
4. CCCCCC(=O)NC(NC(=S)NC1CCS(=O)(=O)C1)C(Cl)(Cl)Cl (stereo not given)
 : -4	-6	2	-3.7	-15	-2	15	6	-2	-28
5. CCOC(=O)Cn1nnc2c(sc3nc4c(c(-c5ccc(Cl)cc5)c32)CCC4)c1=O
 : 7	.	-3	-0.5	-11	-3	-6	8	-2	65
6. COc1ccccc1CCNC(=O)Cn1c(=O)oc2ccccc21
 : 5	2	-3	-0.6	-6	-1	3	-7	-4	-6
7. O=C(NC(=S)NCc1ccccc1)c1cccnc1
 : 6	0	-2	0.0	-13	-1	-12	2	2	-5
8. c1ccc(CSc2ccc(-c3ccco3)nn2)cc1
 : -2	52*	3	3.2	-13	1	44	13	2	-13
9. COC(=O)C1C(=O)c2c(n[nH]c2C)CC1(C)C (stereo not given)
 : -2	.	-1	-1.1	-7	0	.	-1	2	-15
10. O=C1[C@@H]2C(c3cccnc3)=NO[C@@H]2C(=O)N1c1ccc(Br)cc1
 : 1	-3	8	-0.8	-17	-2	.	-11	-3	12
11. O=C(NNC(=O)c1cnccc1C(F)(F)F)c1ccccc1
 : -1	2	0	0.9	10	-1	2	-3	12	-23
12. COc1ccc(COC(=O)c2ccc(N3CCCC3=O)cc2)cc1F
 : -18	.	-4	-0.8	-10	2	.	-7	-1	25
13. Brc1ccc2nc(-c3cccs3)c(NCC3CCCO3)n2c1 (stereo not given)
 : -10	3	-1	2.8	-4	-3	11	9	2	18
14. CCC(C(=O)NN1C(=O)c2ccccc2C1=O)c1ccccc1 (stereo not given)
 : -5	-1	2	-0.2	-6	-4	-5	10	-2	11
15. Fc1ccc(Br)cc1C1C=C(c2ccc(Br)s2)Nc2ncnn21 (stereo not given)
 : -14	.	3	0.0	6	17*	72	1	.	3
16. CCCOc1ccc(CNC(=S)N/N=C/c2ccc([N+](=O)[O-])cc2)cc1
 : -5	-3	-6	-0.6	1	12	-3	-33	4	37
17. CCc1nnc(NC(=O)C2CC(=O)N(Cc3ccco3)C2)s1 (stereo not given)
 : 1	1	-1	-0.3	-14	-1	2	3	-1	-9
18. CC(=O)c1cccc(NC(=O)N2CCC(NC(=O)c3ccco3)CC2)c1
 : -5	1	0	-11	-1	-6	-7	15	-3	9
19. Cn1c2ccccc2c2cnn(CC(=O)N3CCCCC3)c(=O)c21
 : -13	-2	-1	-0.1	-11	2	10	6	-3	.
20. COc1cccc(/C=N/Nc2ccc([N+](=O)[O-])cc2)c1O
 : -9	40*	-1	1.0	-3	4	104*	-17	-1	35
21. Cc1cc(C(=O)OCC(=O)NCc2ccccc2)c2ccccc2n1
 : -5	0	2	1.7	0	-8	2	19	-2	-23
22. Cc1cc(C)c(NC(=O)CCN2CCN(Cc3ccccc3)CC2)c(C)c1
 : 3	1	-1	1.7	-10	-4	.	-5	0	-15
23. C=CCn1c(-c2ccoc2)n[nH]c1=S
 : -11	0	4	1.1	10	-2	3	5	-1	-29
24. O=[N+]([O-])c1cccc(-c2n[nH]c(=S)n2Cc2ccccc2)c1
 : -5	0	-4	-1.8	-5	-3	12	11	0	-11
25. NNC(=O)CCN(Cc1ccco1)S(=O)(=O)c1ccc(Cl)cc1
 : -3	3	0	-8.5	-2	-2	-11	3	-1	-2
26. Cc1nccn1CCc1n[nH]c(=S)n1Cc1ccccc1
 : -2	.	1	-0.5	-11	-6	-2	14	0	-21
27. COc1ccc(NS(=O)(=O)c2ccc(NC(=O)c3ccccc3Br)cc2)nn1
 : -2	-1	-2	-0.4	4	7	1	-12	-3	-9
28. Cc1cccc(-c2nc(CS(=O)CC(=O)NC3CCCCC3)c(C)o2)c1 (stereo not given)
 : -9	0	-3	0.7	-14	-4	-1	1	5	-4
29. COC(=O)C1=C(C(=O)c2ccc(C)cc2)C(c2ccc(OC)c(OC)c2)n2nnnc2N1 (stereo not given)
 : 0	.	-6	-0.7	-3	0	10	-1	-2	-18
30. OCCCNC(=S)Nc1ccc2nc(-c3ccccn3)c(-c3ccccn3)nc2c1
 : -4	-5	4	2.2	-2	2	7	-5	.	-3

2 compounds drawn at random from the list so far, as already listed:
The line under a structure holds: dFosB activator	Wnt act	V-ATPase pHluor	CDK5 p35 inh	PvdQ acylase	HTR5A ag	MITF TRPM1 HTS	HTR5A inv ag	NSD2 inh	SR-BI DiI inh
7. O=C(NC(=S)NCc1ccccc1)c1cccnc1
 : 6	0	-2	0.0	-13	-1	-12	2	2	-5
27. COc1ccc(NS(=O)(=O)c2ccc(NC(=O)c3ccccc3Br)cc2)nn1
 : -2	-1	-2	-0.4	4	7	1	-12	-3	-9

Later entries:
31. O=S(=O)(c1cnc(Cl)c(Cl)c1)N1CCc2ccccc21
32. CCOC(=O)C1(Cc2cccc(OC)c2)CCN(Cc2ccc(OC)c(O)c2)CC1
33. O=S(=O)(NC1CCCCC1N1CCC(O)CC1)c1ccc(Cl)cc1 (stereo not given)
34. O=C1CSC(=S)N1/N=C/c1cccc(C(F)(F)F)c1
35. O=C(CSc1ccc2c(c1)OCCO2)Nc1cccc(S(=O)(=O)N2CCCCC2)c1
36. Cc1cc(N)n2ncc(-c3ccccc3)c2n1

Screen / compound no. | 31 | 32 | 33 | 34 | 35 | 36
dFosB activator | 0 | 4 | 2 | -9 | -4 | -7
Wnt act | 18 | -2 | 4 | -2 | 1 | .
V-ATPase pHluor | 2 | -3 | 0 | 5 | 2 | -1
CDK5 p35 inh | -1.3 | -1.3 | 0.3 | 1.4 | -1.4 | -0.5
PvdQ acylase | 5 | -12 | 1 | 2 | 3 | -3
HTR5A ag | 16* | 4 | 2 | 3 | -1 | 2
MITF TRPM1 HTS | -16 | 3 | 7 | -8 | -4 | 65
HTR5A inv ag | -46 | -10 | -6 | -7 | 14 | -6
NSD2 inh | -5 | 2 | 1 | 7 | 1 | -9
SR-BI DiI inh | -17 | -3 | -12 | -11 | 1 | 16

37. O=C(O)c1nn(CCOc2c(Cl)cccc2Cl)c(=O)c2ccccc12
38. O=C(Nc1cccnc1)c1ccc2c(c1)C(=O)N(Cc1cccnc1)C2=O
39. COc1cccc(NC(=O)CN(C)C(C)C(=O)Nc2ccc(C#N)cc2)c1 (stereo not given)
40. Cc1ccc(N2C(=O)N(CC(=O)Nc3cc(Cl)ccc3C)C(=O)C2C)cc1 (stereo not given)
41. CN1c2ccccc2N(C)C1(C)c1ccccc1
42. COc1cc(C(=O)N/N=C(\C)c2ccc(NC(=O)Cc3ccccc3)cc2)ccc1O

Screen / compound no. | 37 | 38 | 39 | 40 | 41 | 42
dFosB activator | 1 | -8 | 1 | -5 | -5 | -4
Wnt act | 0 | . | -3 | 0 | . | 11
V-ATPase pHluor | -1 | 0 | -1 | 2 | -1 | 0
CDK5 p35 inh | -1.6 | 2.9 | 0.7 | -0.8 | 0.4 | 2.4
PvdQ acylase | -20 | 1 | 5 | -11 | -7 | -17
HTR5A ag | 3 | 3 | 1 | 13 | 8 | -1
MITF TRPM1 HTS | 3 | -15 | 1 | -2 | -20 | 26
HTR5A inv ag | 4 | 6 | -3 | -39 | -33 | -1
NSD2 inh | 2 | -1 | 0 | -1 | 54* | -1
SR-BI DiI inh | 19 | -4 | 7 | 16 | -3 | 5

Complete entries, quoted from the list.
Listed for COc1cc(C(=O)N/N=C(\C)c2ccc(NC(=O)Cc3ccccc3)cc2)ccc1O → dFosB activator: -4; Wnt act: 11; V-ATPase pHluor: 0; CDK5 p35 inh: 2.4; PvdQ acylase: -17; HTR5A ag: -1; MITF TRPM1 HTS: 26; HTR5A inv ag: -1; NSD2 inh: -1; SR-BI DiI inh: 5
Listed for Cc1ccc(N2C(=O)N(CC(=O)Nc3cc(Cl)ccc3C)C(=O)C2C)cc1 (stereo not given) → dFosB activator: -5; Wnt act: 0; V-ATPase pHluor: 2; CDK5 p35 inh: -0.8; PvdQ acylase: -11; HTR5A ag: 13; MITF TRPM1 HTS: -2; HTR5A inv ag: -39; NSD2 inh: -1; SR-BI DiI inh: 16

More records follow.
43. COc1ccc(OCc2cn(CC(=O)c3ccc(O)cc3)nn2)cc1
44. Cn1nc(C(=O)NCCOc2ccccc2)c2ccccc2c1=O
45. CC1CCN(S(=O)(=O)c2ccc(NC(=O)CNC3CCCCC3)cc2)CC1
46. COc1ccc([N+](=O)[O-])cc1NC(=S)NC(NC(C)=O)C(Cl)(Cl)Cl (stereo not given)
47. COc1ccc(Nc2ncnc3sc(-c4ccccc4)cc23)cc1OC

Screen / compound no. | 43 | 44 | 45 | 46 | 47
dFosB activator | 0 | 1 | -3 | 10 | -3
Wnt act | -1 | 2 | -4 | -3 | 4
V-ATPase pHluor | -2 | -1 | -1 | -2 | 1
CDK5 p35 inh | 0.7 | -0.7 | -0.5 | 2.4 | 5.6
PvdQ acylase | -3 | 3 | 6 | -12 | -1
HTR5A ag | -1 | -1 | 6 | -3 | 0
MITF TRPM1 HTS | 3 | 9 | -35 | 2 | -3
HTR5A inv ag | 3 | 20 | -9 | 30 | -11
NSD2 inh | . | -2 | -5 | 9 | -3
SR-BI DiI inh | -9 | 3 | -8 | 30 | 93*

Compounds as they come. Share with any hit: about 5%.
